# VP16 counter = Gal4-VP16 reporter inhibition counter-screen. AID 2546. Drosophila S2 Gal4-VP16 UAS-luciferase, luminescence, 20 h. 3.5% of 310,000 active. Potency, µM (series often up to 53.6 µM), without a hit: top-dose activity, negative = inhibition, hits mostly inhibitors;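 note: Gal4-VP16 expression switched on by copper sulfate through the metallothionein promoter; potency is the fitted concentration of half-maximal effect; % is set by controls: 0 for no effect and ±100 for the full control effect; nearly all actives have a fitted effect of over 50% in size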
# FLuc modulator = counter-screen for miR-21 project: firefly luciferase inhibitors or activators; purified FLuc, Km substrates, luminescence inhibition; Potency, µM (highest dose often 57.5 µM), for the others: top-dose activity change, negative = inhibition, hits mostly inhibitors; 6.9% of 360,000 active;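 note: potency is the fitted concentration of half-maximal effect; plate controls were vehicle for no effect and reference inhibitor for full effect; nearly all actives have a fitted effect of over 55% in size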
# Target sequence (P08659 whole entry, looked up): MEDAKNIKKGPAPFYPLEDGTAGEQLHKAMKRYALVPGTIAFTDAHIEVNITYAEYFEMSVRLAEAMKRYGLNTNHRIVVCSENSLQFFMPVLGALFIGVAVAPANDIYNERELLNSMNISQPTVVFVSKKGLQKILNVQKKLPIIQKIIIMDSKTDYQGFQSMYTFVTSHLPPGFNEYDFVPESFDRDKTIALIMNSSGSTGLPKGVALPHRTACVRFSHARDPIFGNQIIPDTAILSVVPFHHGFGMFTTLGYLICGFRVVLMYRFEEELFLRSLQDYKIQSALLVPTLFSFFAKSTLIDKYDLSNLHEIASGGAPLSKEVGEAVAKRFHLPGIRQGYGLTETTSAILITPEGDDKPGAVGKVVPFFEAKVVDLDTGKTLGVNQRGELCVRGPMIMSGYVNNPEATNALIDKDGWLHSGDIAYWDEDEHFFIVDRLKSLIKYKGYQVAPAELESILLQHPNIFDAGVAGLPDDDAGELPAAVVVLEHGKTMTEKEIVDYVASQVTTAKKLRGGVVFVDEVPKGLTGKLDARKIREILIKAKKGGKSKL
#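 Purified P. pyralis luciferase (10nM final) with 10uM D-luciferin and 10uM ATP (Km levels) in 50mM Tris acetate pH 7.5, 10mM Mg acetate, 0.01% Tween-20, 0.05% BSA; qHTS 6-point titration, ~60 µM downward; luminescence read.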
# ELG1 genotox = inducers of genotoxicity in HEK293T ELG1-luciferase cells | 1.3% of 330,000 active | Potency, µM (top dose mostly 46 µM), for inactives: at the top dose activity change, positive = activation, most hits filed as activators | HEK293T ELG1-luciferase reporter, luminescence, 16 h | AID 504466; note: potency is the fitted concentration of half-maximal effect; % of control where 0% means no effect; nearly all actives have a fitted effect of over 60% in size
#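 Quantitative HTS format in 1536-well plates. HEK293T ELG1-luciferase reporter cells receive test compound and are incubated 16 hr at 37 °C, 5% CO2; ONE-Glo added, 30 min room temperature, then luminescence read.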
# RORg inh = blocks mouse ROR gamma transcriptional activity. Potency, µM (doses to about 53.6 µM), inactives show at the top dose activity change, negative = inhibition, most hits filed as inhibitors. Drosophila S2 Gal4-RORgamma UAS-luciferase reporter, 20 h. 5.4% of 310,000 active; note: potency is the fitted concentration of half-maximal effect; % is set by controls: 0 for no effect and ±100 for the full control effect; nearly all actives have a fitted effect of over 60% in size
#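 Using a luciferase readout, inhibitors were identified by reduced reporter activity in Drosophila cells coexpressing a copper-inducible Gal4–ROR gamma fusion and UAS-driven Photinus luciferase, incubated 20 hr after 700 uM copper sulfate.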
# p53 reactivation = re-activators of mutant p53; H1299 p53-A138V BP100-luciferase reporter, luminescence, 24 h; AID 504706; 0.063% of 320,000 active; Potency, µM (titrated, usually from 92.2 µM), without a hit: at the highest dose activity change, positive = activation, actives largely listed as activators; note: potency is the fitted concentration of half-maximal effect; % of control where 0% means no effect; nearly all actives have a fitted effect of over 45% in size
#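 p53-null H1299 cells stably carrying temperature-sensitive p53-A138V and a BP100-luciferase reporter were pinned with compounds (4-point, 1:5 series) and held 24 hrs at 37 deg C. Luminescence was read 10 min after detection reagent.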
# NPC1 promoter act = activators of NPC1 promoter. Potency, µM (top dose mostly 9.22 µM), inactives show at the highest dose activation, hits mostly activators. Huh7 NPC1 promoter luciferase reporter, 24 h. AID 485313. 2.4% of 320,000 active;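 note: potency is the fitted concentration of half-maximal effect; % of control where 0% means no effect; nearly all actives have a fitted effect of over 60% in size; reporter is driven by a mutant NPC1 promoter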
#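 Quantitative HTS used a cell-based reporter: Huh7 cells stably bearing the NPC1 promoter upstream of luciferase were treated with compounds for 24 h, and promoter activation was read as luminescence.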
# PKM2 activator = activators of human pyruvate kinase M2. P14618. purified PKM2, Kinase-Glo ATP luminescence, activation; response scale: 0% is enzyme alone, no compound. Potency, µM (titrated, usually from 57.5 µM), inactives show at the highest dose activation, most hits filed as activators. 0.34% of 260,000 active; note: potency is the fitted concentration of half-maximal effect; % is set by controls: 0 for no effect and ±100 for the full control effect; nearly all actives have a fitted effect of over 55% in size
# Target sequence (P14618 whole entry, looked up): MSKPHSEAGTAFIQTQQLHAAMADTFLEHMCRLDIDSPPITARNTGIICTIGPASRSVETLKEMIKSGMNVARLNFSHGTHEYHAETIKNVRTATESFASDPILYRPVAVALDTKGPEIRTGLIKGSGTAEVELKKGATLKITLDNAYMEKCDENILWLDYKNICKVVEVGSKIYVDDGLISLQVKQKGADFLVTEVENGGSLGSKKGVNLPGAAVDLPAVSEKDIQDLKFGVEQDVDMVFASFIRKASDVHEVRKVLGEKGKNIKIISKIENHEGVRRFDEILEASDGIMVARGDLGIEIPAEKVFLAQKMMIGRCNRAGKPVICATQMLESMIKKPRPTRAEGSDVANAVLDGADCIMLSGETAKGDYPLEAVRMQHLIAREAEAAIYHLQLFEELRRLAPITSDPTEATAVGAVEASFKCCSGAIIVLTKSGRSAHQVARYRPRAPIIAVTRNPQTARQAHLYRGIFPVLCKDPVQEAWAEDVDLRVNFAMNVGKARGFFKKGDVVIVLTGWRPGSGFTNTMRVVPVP
#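 ATP formation by purified human PK-M2, quantified via coupled luciferase luminescence after 1 h at room temperature with 0.1 mM ADP and 0.5 mM PEP final.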
# Giardia kill = Giardia lamblia killing; Giardia lamblia trophozoite viability; activity change, % at 7.66 µM, hits read low; 0.15% of 340,000 active; in the data active = activity change below about -80%; inconclusive = between about -30% and that limit;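 note: parasites exposed to compound for two days anaerobically before the ATP read; % is set by controls: 0 for no effect and ±100 for the full control effect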
#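 Viability, read as ATP luminescence: trophozoites at 100 cells/well, compound added, 48 hrs anaerobic at 37 deg C, then 15-30 min room-temperature development before reading.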
# BRCA1 expr act = activators of BRCA1 expression; Potency, µM (titrated, usually from 46.1 µM), for the others: at the highest dose activation, usual class: activators; MCF7-BRCA1-FFLuc reporter, luminescence, 48 h; response scale: scaled: vehicle 0%, 10 µM genistein 100%; 1.1% of 380,000 active; AID 624202; note: potency is the fitted concentration of half-maximal effect; nearly all actives have a fitted effect of over 80% in size; some results filed as inactive show a strong effect at the top dose
#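 MCF7-BRCA1-FFLuc, 2000 cells/well; 2 h attach, 37 °C/5% CO2; compound 48 h; luciferase substrate 15 min; luminescence end-point. Norm. to genistein 10 microM max activation and DMSO; concentration-response curves fitted.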
# Menin MLL FP TR = displaces Texas Red mutant MLL peptide from human menin. O00255. Menin + Texas Red MLL mutant peptide, fluorescence polarization. Potency, µM (titrated, usually from 61.6 µM), for the others: at the highest dose FP activity change, negative = inhibition, usual class: inhibitors. 0.23% of 270,000 active. AID 1768; active = well fitted inhibition curve with a large enough effect in the polarisation, with a control signal flat, not every such curve was filed as active; inconclusive = small, poorly fitted or top-dose-only effect, or effect the other way, or a change in a side signal; inactive = no such curve, though single readings can be large or run the other way; the % refers to the polarisation; note: potency is the fitted concentration of half-maximal effect; % of control where 0% means no effect; many of its hits are not listed in these tables
# Rab9 promoter act = Rab9 promoter activation. Potency, µM (doses to about 9.22 µM), for inactives: top-dose activation, negative = inhibition, hits mostly activators. 2.8% of 320,000 active. Huh7 Rab9 promoter-luciferase reporter, luminescence, 24 h. AID 485297; note: potency is the fitted concentration of half-maximal effect; % of control where 0% means no effect; nearly all actives have a fitted effect of over 60% in size
#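 Quantitative HTS format; Huh7 Rab9-luciferase reporter cells (1500/well) receive compound 2 h post-plating, incubate 24 h at 37 °C, then get luciferase reagent for 10 min before luminescence reading.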
# Starred values were filed as active, the others as inactive; ? = inconclusive; . = not tested or not shown; [ ] = dose if it differs, or a comment. Unless noted, calls come from the whole dose curve; as a rule, active = well fitted curve in the direction sought with a large enough effect; inconclusive = small, poorly fitted or top-dose-only effect, or another doubt; inactive = no such curve, though single readings can be large; an effect the other way counts as inactive or inconclusive. Some of the compounds tested, so the mix of outcomes need not match the whole.
nr	Compound	VP16 counter	FLuc modulator	ELG1 genotox	RORg inh	p53 reactivation	NPC1 promoter act
1	Cc1ccc(N(C(=O)Cn2nnc(-c3ccc(C)o3)n2)C(C(=O)NC2CCCC2)c2ccco2)cc1 (stereo not drawn)	-23%	0%	4%	-4%	5%	2%
2	COc1ccc(C)cc1N(C(=O)c1snc(C(N)=O)c1N)C(C(=O)NC1CCCC1)c1ccc(F)cc1 (stereo not drawn)	-13%	1%	-8%	38%	2%	-2%
3	C=C(C)C(=O)Nc1cccc(C2=NOC3(C2)C[C@@H](C(N)=O)N(C(=O)/C=C/CC)C3)c1 (stereo partly drawn)	-7%	1%	3%	1%	2%	0%
4	CCc1nc2ccccc2c(C(=O)OCC(=O)N(CCOC)c2c(N)n(Cc3ccccc3)c(=O)[nH]c2=O)c1C	.	8%	0%	.	-13%	-5%
5	CC(C)Oc1ccc(C(=O)NC2CCSc3ccccc32)cc1 (stereo not drawn)	4%	3%	-1%	-1%	10%	10%
6	Cn1ncc([N+](=O)[O-])c1C(=O)Nc1ccc2c(c1)OCCO2	-12%	?	9%	-11%	13%	0%
7	Cc1[nH]c2ccccc2c1-c1nc(N)sc1C	-7%	2%	0%	-14%	-2%	-3%
8	O=C(C[n+]1ccc(/C=N/O)cc1)NC1CCCCC1	-4%	-1%	-1%	14%	3%	0%

nr	PKM2 activator	Giardia kill	BRCA1 expr act	Menin MLL FP TR	Rab9 promoter act
1	-17%	1	-2%	?	-6%
2	1%	4	-69%	.	-4%
3	-1%	-10	0%	.	0%
4	.	-15	-9%	.	-10%
5	14%	-10	1%	.	-5%
6	-4%	-16	14%	20%	2%
7	.	4	-1%	18%	19%
8	11%	0	10%	13%	-1%

# Carrying on:
nr	Compound	VP16 counter	FLuc modulator	ELG1 genotox	RORg inh	p53 reactivation	NPC1 promoter act
9	CCOC(=O)C1=C(CC)OC(N)=C(C#N)C1c1cccs1 (stereo not drawn)	8%	7%	3%	-13%	4%	-4%
10	CCOC(=O)c1ccccc1NC(=O)c1n[nH]c(=O)c2ccccc12	-13%	0%	3%	-5%	-7%	0%
11	COc1ccccc1NC(=S)NCc1ccco1	14%	-3%	-3%	11%	-7%	0%
12	CN(C)C(=O)c1cccn(Cc2cccc(C(F)(F)F)c2)c1=O	9%	-1%	2%	-1%	11%	-6%
13	O=C1CCCN1CCCNS(=O)(=O)c1ccc(Br)s1	.	3%	-4%	.	.	-6%
14	O=c1c2ccccc2nc2c3ccccc3c(NCc3ccco3)nn12	2%	-18%	-10%	-5%	5%	1%
15	CCC(C)N(C(=O)c1csnn1)C(C(=O)NCc1ccc(F)cc1)c1ccco1 (stereo not drawn)	-6%	1%	1%	-3%	-4%	-1%
16	COc1cccc(C(C(=O)NC2CCCC2)N(C(=O)c2ccco2)c2ccccc2F)c1OC (stereo not drawn)	0%	4%	0%	-21%	2%	-4%

nr	PKM2 activator	Giardia kill	BRCA1 expr act	Menin MLL FP TR	Rab9 promoter act
9	3%	-2	9%	0%	-22%
10	-11%	0	-23%	4%	1%
11	-8%	2	-13%	.	0%
12	7%	7	-12%	-1%	13%
13	-4%	3	-4%	-8%	0%
14	11%	22	-31%	?	0%
15	-8%	10	-6%	-2%	-1%
16	.	-25	-21%	-8%	4%

# Continuation.
nr	Compound	VP16 counter	FLuc modulator	ELG1 genotox	RORg inh	p53 reactivation	NPC1 promoter act
17	CCOc1ncccc1C(=O)NCc1ccc(OC)cc1	0%	4%	4%	-6%	-11%	-13%
18	COCCN(CC(=O)Nc1cccc(C)c1C)C(=O)c1cc2c(s1)CCC2	.	1%	0%	.	-3%	-1%
19	CCOC(=O)c1c(C)n(C)c2ccc(OCC(O)CN3CCN(C)CC3)cc12 (stereo not drawn)	5%	0%	3%	-18%	-2%	-3%
20	COCCOC(=O)C1=C(N)OC2=C(C(=O)CC(C)(C)C2)C1c1cccnc1 (stereo not drawn)	-1%	5%	-1%	4%	14%	0%
21	CC1CCCC(NC(=O)CN(C)CC(=O)Nc2ccc(F)cc2)C1C (stereo not drawn)	.	0%	0%	.	-8%	0%
22	CCOC(=O)C1=C(N)N(c2cc(S(=O)(=O)N3CCOCC3)ccc2Cl)C(=O)C1	5%[10 µM]	-6%	6%	1%	1%	-1%
23	CCC(=O)N1CCN(C(C)=O)C1c1ccccc1 (stereo not drawn)	-2%	2%	-1%	-2%	-2%	1%
24	COc1ccc(C2(c3ccc(OC)cc3)NC(=O)N(CC(=O)Nc3ccccc3)C2=O)cc1	-3%	2%	-12%	?	-9%	1%

nr	PKM2 activator	Giardia kill	BRCA1 expr act	Menin MLL FP TR	Rab9 promoter act
17	1%	-2	-79%	-18%	-7%
18	.	13	-19%	.	4%
19	1%	-7	-8%	0%[11.7 µM]	3%
20	6%	-10	10%	11%	-3%
21	.	-2	-20%	.	-3%
22	0%	-12	0%	-1%	0%
23	-4%	26	14%	-11%	3%
24	2%	10	-26%	56%[activator]	-4%

# The list continues:
nr	Compound	VP16 counter	FLuc modulator	ELG1 genotox	RORg inh	p53 reactivation	NPC1 promoter act
25	O=C(CSc1oc(-c2ccco2)nc1S(=O)(=O)c1ccc(Cl)cc1)NCC1CCCO1 (stereo not drawn)	1%	0%	-1%	6%	-5%	-1%
26	COc1cccc(NC(=O)CSc2nnc3ccc(-c4ccccn4)nn23)c1	.	0%	13%	.	3%	1%
27	CCc1nnc(NC(=O)C2CCCCN2S(=O)(=O)c2ccccc2)s1 (stereo not drawn)	-14%	-2%	-5%	1%	0%	2%
28	O=S(=O)(Nc1nc2c(s1)CCCC2)c1ccc2ccccc2c1	0%	1%	-2%	33%	-1%	0%
29	CCOc1ccc(N(C)C(=O)CCc2nnc3ccc(NCc4ccco4)nn23)cc1	-10%	0%	8%	18%	9%	-5%
30	CC(C)(C)CC(=O)NCc1ccc(F)cc1	-4%	7%	0%	-7%	0%	-2%
31	CCOC(=O)c1cncc(C(=O)O)c1	3%	0%	-1%	0%	-4%	-11%
32	CCOC(=O)NC(=O)CSc1nc2ccc(C)cc2[nH]1	9%	-9%	4%	24%	2%	0%

nr	PKM2 activator	Giardia kill	BRCA1 expr act	Menin MLL FP TR	Rab9 promoter act
25	10%	-10	-2%	-1%	-3%
26	.	2	-18%	.	0%
27	-1%	3	-19%	-14%	-1%
28	17%	-1	-13%	0%	-2%
29	-3%	13	0%	-11%	-2%
30	-2%	-8	-40%	12%	0%
31	-2%	-12	-17%	16%	3%
32	-2%	-1	6%	-24%	1%

# Reprinted at random: 5 compounds from above
nr	Compound	VP16 counter	FLuc modulator	ELG1 genotox	RORg inh	p53 reactivation	NPC1 promoter act
26	COc1cccc(NC(=O)CSc2nnc3ccc(-c4ccccn4)nn23)c1	.	0%	13%	.	3%	1%
30	CC(C)(C)CC(=O)NCc1ccc(F)cc1	-4%	7%	0%	-7%	0%	-2%
31	CCOC(=O)c1cncc(C(=O)O)c1	3%	0%	-1%	0%	-4%	-11%
29	CCOc1ccc(N(C)C(=O)CCc2nnc3ccc(NCc4ccco4)nn23)cc1	-10%	0%	8%	18%	9%	-5%
27	CCc1nnc(NC(=O)C2CCCCN2S(=O)(=O)c2ccccc2)s1 (stereo not drawn)	-14%	-2%	-5%	1%	0%	2%

nr	PKM2 activator	Giardia kill	BRCA1 expr act	Menin MLL FP TR	Rab9 promoter act
26	.	2	-18%	.	0%
30	-2%	-8	-40%	12%	0%
31	-2%	-12	-17%	16%	3%
29	-3%	13	0%	-11%	-2%
27	-1%	3	-19%	-14%	-1%

# Going on with the list.
nr	Compound	VP16 counter	FLuc modulator	ELG1 genotox	RORg inh	p53 reactivation	NPC1 promoter act
33	CN1CCN(CC(=O)NN2CC(=O)N(c3ccc(F)cc3)CC2=O)CC1	-2%	0%	0%	26%	0%	-7%
34	COc1ccc(S(=O)(=O)CCC(=O)N2CC(=O)N(CCc3ccccc3)C(=O)C2)cc1	12%	0%	0%	38%	7%	0%
35	O=C(NCc1ccccn1)c1ccc(OC2CCN(Cc3cccs3)CC2)cc1	2%	-1%	-1%	26%	1%	3%
36	N#Cc1nc(-c2ccco2)oc1NCCN1CCOCC1	-4%	4%[2.3 µM]	1%	-7%	8%	-2%
37	COc1ccc(C2CC(c3ccc4ccccc4c3OC(C)=O)=NN2C(=O)/C=C/c2ccccc2)cc1 (stereo not drawn)	-2%	4%	-3%	-4%	-3%	-6%
38	COc1ccccc1N1CCN(C(=O)CCNC(=O)Cn2ccc3ccccc3c2=O)CC1	2%	2%	-3%	8%	-1%	3%

nr	PKM2 activator	Giardia kill	BRCA1 expr act	Menin MLL FP TR	Rab9 promoter act
33	-4%	4	24%	.	-5%
34	2%	7	-3%	2%	10%
35	.	19	14%	-16%	16%
36	-4%	-8	24%	-11%	11%
37	-4%	4	-6%	8%	-2%
38	.	-10	-17%	-17%	-3%

# From PubChem
